Compound activity: PubChem, National Center for Advancing Translational Sciences (NCATS)
RORg inh: blocks mouse ROR gamma transcriptional activity | 5.4% of 310,000 active | Drosophila S2 Gal4-RORgamma UAS-luciferase reporter, 20 h | Potency, µM (doses to about 53.6 µM), inactives show at the highest dose activity change, negative = inhibition, usual class: inhibitors | AID 2551 | P51450; note: % is set by controls: 0 for no effect and ±100 for the full control effect; nearly all actives have a fitted effect of over 60% in size
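Stable Schneider cell line, Gal4 DNA-binding domain fused to ROR gamma, UAS-luciferase. Cmpd 1 hr RT → CuSO4 700 uM final → 20 hr RT → luciferase reagent 10 min → luminescence.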
MLL CXXC-DNA inh: inhibitors of human MLL CXXC domain-DNA interaction | 0.037% of 290,000 active | MLL-CXXC / FITC-HOXA9 DNA fluorescence polarization | Q03164 | Potency, µM (top dose mostly 115 µM), for the others: at the top dose activity change, negative = inhibition, hits mostly inhibitors; active = well fitted inhibition curve with a large enough effect in the polarisation, with a control signal flat, not every such curve was filed as active; inconclusive = small, poorly fitted or top-dose-only effect, or effect the other way, or a change in a side signal; inactive = no such curve, though single readings can be large or run the other way; the % refers to the polarisation
Target sequence (Q03164 whole entry, looked up, the tested form may be a part): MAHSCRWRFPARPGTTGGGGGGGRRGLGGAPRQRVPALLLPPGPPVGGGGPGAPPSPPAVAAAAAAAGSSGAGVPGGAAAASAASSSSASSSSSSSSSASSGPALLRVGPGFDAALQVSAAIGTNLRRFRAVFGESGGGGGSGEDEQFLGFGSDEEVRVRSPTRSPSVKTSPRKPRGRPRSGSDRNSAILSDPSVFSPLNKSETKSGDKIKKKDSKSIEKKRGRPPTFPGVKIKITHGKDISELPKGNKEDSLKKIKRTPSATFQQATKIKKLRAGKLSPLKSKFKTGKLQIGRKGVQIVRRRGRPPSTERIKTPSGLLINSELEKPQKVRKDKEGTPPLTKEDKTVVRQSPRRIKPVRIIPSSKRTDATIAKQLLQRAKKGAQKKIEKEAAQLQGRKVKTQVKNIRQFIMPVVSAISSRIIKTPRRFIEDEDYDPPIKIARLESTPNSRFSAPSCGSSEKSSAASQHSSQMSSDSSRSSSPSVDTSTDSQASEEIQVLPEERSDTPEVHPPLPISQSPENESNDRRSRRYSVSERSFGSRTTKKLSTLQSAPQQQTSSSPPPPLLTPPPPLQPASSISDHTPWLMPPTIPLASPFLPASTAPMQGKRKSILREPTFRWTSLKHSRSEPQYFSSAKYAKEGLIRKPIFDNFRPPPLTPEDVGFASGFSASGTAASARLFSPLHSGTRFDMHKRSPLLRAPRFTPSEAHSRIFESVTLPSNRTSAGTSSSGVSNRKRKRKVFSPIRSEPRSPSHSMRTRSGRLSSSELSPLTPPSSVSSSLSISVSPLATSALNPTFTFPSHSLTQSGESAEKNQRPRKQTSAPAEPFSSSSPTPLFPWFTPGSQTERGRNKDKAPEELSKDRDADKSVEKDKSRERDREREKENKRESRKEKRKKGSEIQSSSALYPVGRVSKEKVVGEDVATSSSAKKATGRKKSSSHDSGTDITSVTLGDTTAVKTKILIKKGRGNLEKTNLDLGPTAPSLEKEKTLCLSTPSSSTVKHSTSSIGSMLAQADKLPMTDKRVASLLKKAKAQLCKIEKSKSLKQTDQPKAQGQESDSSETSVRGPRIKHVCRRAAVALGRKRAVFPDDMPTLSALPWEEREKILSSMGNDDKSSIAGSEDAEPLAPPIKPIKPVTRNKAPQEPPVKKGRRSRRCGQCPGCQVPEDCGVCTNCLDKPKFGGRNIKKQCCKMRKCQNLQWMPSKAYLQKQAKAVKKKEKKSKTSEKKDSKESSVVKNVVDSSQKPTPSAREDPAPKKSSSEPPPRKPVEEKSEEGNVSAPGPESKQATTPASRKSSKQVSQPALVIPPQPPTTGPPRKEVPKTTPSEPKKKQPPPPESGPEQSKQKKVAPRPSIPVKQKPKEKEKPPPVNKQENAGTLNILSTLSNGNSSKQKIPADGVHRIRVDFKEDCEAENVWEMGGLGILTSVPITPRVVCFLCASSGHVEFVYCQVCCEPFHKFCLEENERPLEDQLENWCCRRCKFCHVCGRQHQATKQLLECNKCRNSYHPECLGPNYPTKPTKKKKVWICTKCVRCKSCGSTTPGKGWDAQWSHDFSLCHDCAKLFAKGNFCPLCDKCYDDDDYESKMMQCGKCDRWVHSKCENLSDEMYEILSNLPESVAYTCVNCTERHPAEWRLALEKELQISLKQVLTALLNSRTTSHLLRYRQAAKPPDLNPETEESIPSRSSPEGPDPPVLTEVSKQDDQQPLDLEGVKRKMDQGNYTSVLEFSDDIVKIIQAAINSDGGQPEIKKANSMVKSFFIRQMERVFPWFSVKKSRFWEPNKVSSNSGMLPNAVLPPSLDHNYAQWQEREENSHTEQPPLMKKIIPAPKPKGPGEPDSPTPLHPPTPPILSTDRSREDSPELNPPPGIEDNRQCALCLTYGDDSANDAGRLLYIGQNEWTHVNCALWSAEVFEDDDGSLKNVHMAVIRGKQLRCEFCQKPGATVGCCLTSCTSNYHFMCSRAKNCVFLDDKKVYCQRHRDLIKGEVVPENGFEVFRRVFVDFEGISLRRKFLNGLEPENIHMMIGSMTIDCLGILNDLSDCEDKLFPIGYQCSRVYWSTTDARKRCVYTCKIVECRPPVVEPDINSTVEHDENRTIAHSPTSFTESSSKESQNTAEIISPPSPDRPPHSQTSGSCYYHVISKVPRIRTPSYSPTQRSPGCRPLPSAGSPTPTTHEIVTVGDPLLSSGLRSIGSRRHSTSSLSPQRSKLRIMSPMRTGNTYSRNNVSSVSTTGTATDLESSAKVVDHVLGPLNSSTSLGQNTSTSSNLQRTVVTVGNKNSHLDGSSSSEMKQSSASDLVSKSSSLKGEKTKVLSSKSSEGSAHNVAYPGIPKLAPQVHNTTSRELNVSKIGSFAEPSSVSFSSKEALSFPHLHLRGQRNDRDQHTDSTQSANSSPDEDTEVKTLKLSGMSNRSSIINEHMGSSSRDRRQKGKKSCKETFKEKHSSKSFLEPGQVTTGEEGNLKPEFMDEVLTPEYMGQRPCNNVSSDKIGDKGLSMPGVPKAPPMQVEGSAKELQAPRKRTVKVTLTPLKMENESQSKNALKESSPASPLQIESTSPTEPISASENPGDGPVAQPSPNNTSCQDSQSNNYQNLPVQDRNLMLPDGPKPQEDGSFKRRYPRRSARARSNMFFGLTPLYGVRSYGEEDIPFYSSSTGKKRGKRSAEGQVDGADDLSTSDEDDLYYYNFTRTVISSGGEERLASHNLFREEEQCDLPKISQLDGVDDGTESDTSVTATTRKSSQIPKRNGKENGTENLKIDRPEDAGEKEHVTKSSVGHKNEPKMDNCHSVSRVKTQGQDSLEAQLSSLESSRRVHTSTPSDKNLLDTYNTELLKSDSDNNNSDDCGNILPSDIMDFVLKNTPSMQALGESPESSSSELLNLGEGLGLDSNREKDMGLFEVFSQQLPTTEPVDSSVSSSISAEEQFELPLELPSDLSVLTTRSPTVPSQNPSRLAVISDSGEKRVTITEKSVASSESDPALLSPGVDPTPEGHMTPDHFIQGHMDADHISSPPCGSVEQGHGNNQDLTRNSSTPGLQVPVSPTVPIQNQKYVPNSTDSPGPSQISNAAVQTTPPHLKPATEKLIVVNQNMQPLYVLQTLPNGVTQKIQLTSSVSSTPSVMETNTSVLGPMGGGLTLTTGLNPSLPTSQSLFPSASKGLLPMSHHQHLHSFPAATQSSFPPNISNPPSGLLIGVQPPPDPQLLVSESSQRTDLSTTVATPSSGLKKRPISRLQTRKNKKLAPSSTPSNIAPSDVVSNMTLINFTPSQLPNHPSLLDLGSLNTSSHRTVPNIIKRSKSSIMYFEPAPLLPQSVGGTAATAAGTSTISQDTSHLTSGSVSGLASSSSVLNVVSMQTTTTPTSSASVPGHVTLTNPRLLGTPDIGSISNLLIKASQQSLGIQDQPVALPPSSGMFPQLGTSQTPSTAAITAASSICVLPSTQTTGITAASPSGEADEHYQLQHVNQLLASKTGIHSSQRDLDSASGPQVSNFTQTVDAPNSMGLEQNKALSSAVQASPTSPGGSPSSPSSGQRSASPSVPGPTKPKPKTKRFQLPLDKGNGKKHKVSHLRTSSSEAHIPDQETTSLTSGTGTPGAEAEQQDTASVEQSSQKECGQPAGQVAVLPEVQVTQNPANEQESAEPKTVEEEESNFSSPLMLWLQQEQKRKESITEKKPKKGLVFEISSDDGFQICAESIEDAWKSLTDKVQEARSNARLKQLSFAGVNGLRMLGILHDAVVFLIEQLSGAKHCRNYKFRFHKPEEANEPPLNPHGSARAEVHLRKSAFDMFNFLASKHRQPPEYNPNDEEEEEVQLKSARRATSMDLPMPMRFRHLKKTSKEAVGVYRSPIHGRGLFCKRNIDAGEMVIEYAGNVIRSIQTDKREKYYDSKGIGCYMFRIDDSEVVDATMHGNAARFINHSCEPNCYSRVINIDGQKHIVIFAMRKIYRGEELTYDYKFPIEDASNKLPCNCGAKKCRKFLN
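Fluorescence polarization: 7 uM MLL-CXXC (stock) preincubated 5 min with compounds, then 50 nM fluorescein-HOX-A9 DNA (stock) added; 30 min ambient. Buffer 50 mM Tris-HCl pH 7.5, 50 mM NaCl, 1 mM DTT, 0.05% BSA.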
uPA generation: inhibitors of cell surface uPA generation; AID 540303; cell surface uPA generation assay, qHTS; Potency, µM (series often up to 38.3 µM), for the others: top-dose activity change, negative = inhibition, hits mostly inhibitors; 0.31% of 330,000 active; active = well fitted inhibition curve with a large enough effect; inconclusive = small, poorly fitted or top-dose-only effect; inactive = no such curve, though single readings can be large or run the other way; tested in mouse RAW 264.7 cells; note: % is set by controls: 0 for no effect and ±100 for the full control effect; nearly all actives have a fitted effect of over 55% in size
Rab9 promoter act: Rab9 promoter activation; Huh7 Rab9 promoter-luciferase reporter, luminescence, 24 h; Potency, µM (doses to about 9.22 µM), for the others: at the highest dose activation, negative = inhibition, actives largely listed as activators; 2.8% of 320,000 active; note: % of control where 0% means no effect; nearly all actives have a fitted effect of over 60% in size
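Huh7 reporter line, Rab9 promoter upstream of luciferase. Compound exposure 24 h at 37 °C in reduced-serum medium with 10% FBS. Read-out: luminescence.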
p53 reactivation: re-activators of mutant p53; Potency, µM (titrated, usually from 92.2 µM), without a hit: at the highest dose activity change, positive = activation, hits mostly activators; 0.063% of 320,000 active; H1299 p53-A138V BP100-luciferase reporter, luminescence, 24 h; note: % of control where 0% means no effect; nearly all actives have a fitted effect of over 45% in size
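H1299 (p53-null), stable ts p53-A138V + BP100-Luc; 1000 cells/well, Opti-MEM/10% FBS; cpd 4 pt, 1:5; 24 h, 37 deg C, 5% CO2; detection reagent 10 min RT; luminescence.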
FLuc counter: counter-screen for miR-21 project: firefly luciferase inhibitors or activators | P08659 | purified FLuc, Km substrates, luminescence inhibition | Potency, µM (highest dose often 57.5 µM), without a hit: top-dose activity change, negative = inhibition, hits mostly inhibitors | 6.9% of 360,000 active | AID 588342;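 note: plate controls were vehicle for no effect and reference inhibitor for full effect; nearly all actives have a fitted effect of over 55% in size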
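Biochemical qHTS of compounds, final roughly 60 µM downward over six points, against 10 nM purified firefly luciferase using Km concentrations of substrates (10 uM D-luciferin, 10 uM ATP) in Tris acetate pH 7.5 buffer; luminescence output.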
MBNL1 CUG block: blocks human MBNL1 binding to CUG repeat RNA. Q9NR56. TR-FRET MBNL1-His/biotin-(CUG)12 binding, 665/545 ratio. Potency, µM (highest dose often 57.5 µM), without a hit: at the highest dose activity change, negative = inhibition, actives largely listed as inhibitors. 0.036% of 280,000 active; active = well fitted inhibition curve with a large enough effect in the signal ratio, with a control signal flat, not every such curve was filed as active; inconclusive = small, poorly fitted or top-dose-only effect, or effect the other way, or a change in a side signal; inactive = no such curve, though single readings can be large or run the other way; the % refers to the signal ratio; note: % is set by controls: 0 for no effect and ±100 for the full control effect
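His-tagged MBNL1 binding to biotinylated (CUG)12 RNA was measured by TR-FRET using terbium anti-His antibody (0.055 ng/ul final) and streptavidin-XL665 (5 nM final). Compounds were titrated 92 nM to 58 uM; 60 min at room temperature.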
Gal4-VP16 FLuc: inhibits Gal4-VP16 luciferase reporter, ROR gamma counter-screen | Drosophila S2 Gal4-VP16 UAS-luciferase, luminescence, 20 h | Potency, µM (highest dose often 53.6 µM), without a hit: at the top dose activity, negative = inhibition, hits mostly inhibitors | 3.5% of 310,000 active;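 note: Gal4-VP16 expression switched on by copper sulfate through the metallothionein promoter; % is set by controls: 0 for no effect and ±100 for the full control effect; nearly all actives have a fitted effect of over 50% in size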
ELG1 genotox: genotoxicity induction in ELG1-luciferase HEK293T cells. HEK293T ELG1-luciferase reporter, luminescence, 16 h. Potency, µM (titrated, usually from 46 µM), without a hit: top-dose activity change, positive = activation, hits mostly activators. 1.3% of 330,000 active. AID 504466; note: % of control where 0% means no effect; nearly all actives have a fitted effect of over 60% in size
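Genotoxicity was scored as increased ELG1-luciferase reporter signal, measured by ONE-Glo luminescence (30 min, room temperature). Compound or vehicle exposure of the HEK293T reporter cells lasted 16 hr at 37°C.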
NPC1 promoter act: NPC1 promoter activation; Huh7 NPC1 promoter luciferase reporter, 24 h; Potency, µM (highest dose often 9.22 µM), for inactives: at the top dose activation, hits mostly activators; 2.4% of 320,000 active; AID 485313;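 note: % of control where 0% means no effect; nearly all actives have a fitted effect of over 60% in size; reporter is driven by a mutant NPC1 promoter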
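Luciferase expression driven by the NPC1 promoter was measured in stably transfected Huh7 cells after a 24 h compound incubation, using a luciferase reagent and a luminescence read.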
BRCA1 expr up: BRCA1 expression activation. MCF7-BRCA1-FFLuc reporter, luminescence, 48 h; response scale: scaled: vehicle 0%, 10 µM genistein 100%. Potency, µM (titrated, usually from 46.1 µM), for inactives: at the highest dose activation, usual class: activators. 1.1% of 380,000 active. AID 624202; note: nearly all actives have a fitted effect of over 80% in size; some results filed as inactive show a strong effect at the top dose
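Using MCF7 cells harboring a BRCA1 firefly luciferase reporter, plated 2 h before compound pinning, the screen measured luminescence after 48 h incubation. Responses were normalized to DMSO and 10 microM genistein, then fitted for concentration-effect.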
* marks the source's active call; other numbers are inactive results; ? = inconclusive; · = no result given; [ ] = dose if it differs, or a comment. Unless noted, calls come from the whole dose curve; as a rule, active = well fitted curve in the direction sought with a large enough effect; inconclusive = small, poorly fitted or top-dose-only effect, or another doubt; inactive = no such curve, though single readings can be large; an effect the other way counts as inactive or inconclusive. Potency is the fitted concentration of half-maximal effect. An excerpt, so the mix of outcomes need not match the whole.

SMILES	RORg inh	MLL CXXC-DNA inh	uPA generation	Rab9 promoter act	p53 reactivation	FLuc counter	MBNL1 CUG block	Gal4-VP16 FLuc	ELG1 genotox	NPC1 promoter act	BRCA1 expr up
Cc1[nH]c2ccccc2c1SCC(=O)NNC(=O)Nc1ccc(OC(F)(F)F)cc1	17%	?	9%	-1%	0%	-4%	13%	8%	-5%	1%	-29%
COC(=O)C1=C(C)N(C2CCCCC2)C(=O)/C1=C\c1cccs1	18%	-1%	-12%	-3%	1%	-17%	-3%	9%	-14%	-8%	-21%
CSc1ccc(CN(C)CC(=O)NCc2ccc(F)cc2)cc1	11%	1%	-2%	9%	-5%	-8%	-3%	8%	-5%	0%	-27%
O=C(NC1CCCC1)C1CC1c1ccccc1 (configuration not stated)	5%	-5%	4%	-3%	-11%	4%	-16%	9%	0%	2%	-1%
N#C/C(=C\c1cccnc1)c1ccccc1[N+](=O)[O-]	-24%	7%	-10%	-4%	1%	1%	?	3%	-5%	5%	-16%
O=C1CC(NCc2ccccc2)C(=O)N1c1ccc(F)cc1 (configuration not stated)	1%	2%	2%	-2%	16%	1%	-6%	10%[10 µM]	1%	-4%	14%
O=C1C(C=Nc2ccccc2)=C(O)c2ccccc21	?	-5%	-5%	1.6µM*	?	0.54µM*	?	11µM*	?	3.2µM*	86%
COC(=O)c1cc2cc(NS(=O)(=O)c3ccc(C)cc3)ccc2s1	?	-3%	1%	-5%	14%	5%	4%	?	-2%	-9%	5%
COc1ccc(NC(=O)N2CCCC2C(=O)NCc2ccc(C)cc2)cc1 (configuration not stated)	13%	2%	-10%	-1%	0%	1%	-16%	-6%	2%	-3%	16%
CCOc1ccccc1C(=O)N1CCN(c2ccc(C(F)(F)F)cn2)CC1	?	0%	-5%	-8%	-1%	-1%	-3%	-26%	-9%	-9%	-23%
COc1cc(/C(C#N)=C/c2ccccc2)c([N+](=O)[O-])cc1OC	?	5%	-9%	2%	8%	?	?	-30%	-3%	-3%	-43%
Cc1cc(=O)oc2cc(OCC(=O)NCc3ccco3)ccc12	-3%	1%	3%	0%	-6%	7%	-10%	19%	5%	0%	11%
COc1ccc(C2N(S(=O)(=O)c3ccccc3)CCN2S(=O)(=O)c2ccc(C)cc2)cc1 (configuration not stated)	-16%	6%	·	-3%	-3%	1%	-2%	9%	-2%	-1%	-20%
N/C(=N\OC(=O)CC(c1ccccc1)c1ccccc1)c1cccnc1	-20%	-9%	?	-13%	3%	1%	4%	?	-3%	-1%	-36%
CCOC(=O)c1csc(NC(=O)c2cc(=O)c3ccccc3o2)n1	-17%	-7%	-12%	?	5%	15µM*	22%	-24%	10%	16%	74%
CCOC(=O)c1[nH]c(C=O)c(C(=O)OCC)c1C	16%	58%[activator]	-9%	-4%	-5%	6%	1%	-2%	-8%	-2%	-64%
Cc1ccc(/C=C/C(=O)c2ccc(N3CCOCC3)cc2)s1	1%	-2%	-5%	?	13%	0.34µM*	?	?	9%	?	?
Cc1ccc(NC2=C(N3CCCCC3)C(=O)c3ccccc3C2=O)cc1	-39%	-6%	-2%	-71%[inhibitor]	-6%	?	?	?	-11%	-37%[inhibitor]	-100%[inhibitor]
O=C(Nc1ccc(S(=O)(=O)N2CCCCC2)cc1)C1CCN(C(=O)c2ccc(F)cc2)CC1	·	·	-7%	-6%	4%	0%	·	·	-6%	11%	-33%
Cc1c(OCC(=O)NCC2CCC(C(=O)O)CC2)ccc2c3c(c(=O)oc12)CCC3 (configuration not stated)	-3%	5%	5%	-1%	·	-5%	-1%	-8%	3%	2%	8%
O=C(NCC1CCCO1)c1ccc2c3n(nc2c1)-c1ccccc1CO3 (configuration not stated)	-35%	0%	?	1.1µM*	12%	4.8µM*	?	-17%	?	1µM*	2.5µM*
O=c1c(Cc2ccc(F)cc2)c(O)ccn1CCc1cnc[nH]1	-1%	2%	10%	1%	3%	-2%	-5%	-2%	2%	0%	2%
O=C(CSc1nnc(Cn2nnc3ccccc32)o1)N(Cc1ccc(Cl)cc1)c1ccccc1	-72%	10%	-8%	-35%[inhibitor]	-2%	1%[2.3 µM]	2%	?	-6%	-21%	-59%
O=C1N/C(=C/c2cccn2-c2ccc(F)cc2)C(=O)N1Cc1ccccc1	-4%	28%	13%	-1%	2%	8%	2%	-3%	12%	-1%	-19%
O=C1C(C=NCc2ccncc2)=C(O)c2ccccc21	21%	-8%	-3%	19%	13%	-15%	?	18%	14%	0%	-10%
CCc1ccc2nc(NC(=O)CSCc3c(C)noc3C)sc2c1	?	3%	1%	20%	11%	21µM*	0%	?	8%	5%	31%
COc1cc(C(=O)NNC(=O)c2cccc(Cl)c2)ccc1OCC(=O)N1CCOCC1	·	·	-4%	0%	17%	-4%	·	·	0%	-1%	-16%
C[C@@H](C(=O)NCCc1ccc(F)cc1)N1C(=O)N2CCc3c([nH]c4ccccc34)[C@@]2(C)C1=O	7%	-3%	-26%	-9%	·	3%	-15%	-2%	3%	-2%	-58%
O=C(O)CCCCCNC(=O)c1ccc(Br)cc1	-13%	-11%	-3%	7%	-1%	-1%	2%	-1%	2%	0%	1%
O=C(CSc1nnc(Nc2ccccc2F)s1)NC(=O)CN1CCCC1=O	·	·	1%	8%	13%	-25%	·	·	11%	0%	-18%

2 compounds drawn at random from those above, as already listed:
SMILES	RORg inh	MLL CXXC-DNA inh	uPA generation	Rab9 promoter act	p53 reactivation	FLuc counter	MBNL1 CUG block	Gal4-VP16 FLuc	ELG1 genotox	NPC1 promoter act	BRCA1 expr up
O=C(CSc1nnc(Nc2ccccc2F)s1)NC(=O)CN1CCCC1=O	·	·	1%	8%	13%	-25%	·	·	11%	0%	-18%
O=c1c(Cc2ccc(F)cc2)c(O)ccn1CCc1cnc[nH]1	-1%	2%	10%	1%	3%	-2%	-5%	-2%	2%	0%	2%

The list continues:
SMILES	RORg inh	MLL CXXC-DNA inh	uPA generation	Rab9 promoter act	p53 reactivation	FLuc counter	MBNL1 CUG block	Gal4-VP16 FLuc	ELG1 genotox	NPC1 promoter act	BRCA1 expr up
C=C(C)COc1ccc(-c2nc(N)ncc2-c2ccc(Cl)cc2)c(O)c1	-18%	7%	1%	0%	-8%	-3%	-4%	?	-4%	-6%	-63%
NC(=O)COC(=O)c1c2c(nc3ccccc13)CCCCC2	31%	9%	-4%	-1%	-8%	-3%	3%	-1%	-2%	-4%	6%
COc1ccccc1N1CCN(C2CCCN(C(=O)CCc3cnn(C)c3)C2)CC1 (configuration not stated)	-5%	6%	-4%	3%	-5%	4%	-4%	-9%	-6%	6%	-9%
Cc1ccc(S(=O)(=O)N2CCCC(C(=O)NC3CCCC3)C2)cc1 (configuration not stated)	19%	-2%	-1%	1%	3%	2%	2%	16%	-4%	-1%	5%
O=C(OCc1nnc(-c2ccccc2)o1)c1ccc(S(=O)(=O)NCc2ccco2)cc1	-4%	-2%	1%	-2%	?	-2%	0%	2%	4%	-1%	-16%
O=S(=O)(c1cccs1)n1nnc2ccccc21	-17%	6%	-9%	-7%	1%	2%	3%	13%	4%	-3%	9%
C/C(=N/NS(=O)(=O)c1cc(C)ccc1C)c1ccncc1	7%	31%	3%	2%	-5%	8%	0%	0%	2%	1%	1%
Cn1c(=O)n(C)c2cc(S(=O)(=O)NCC(=O)O)ccc21	-15%	13%	3%	1%	-1%	-2%	1%	0%	3%	-1%	20%
O=C(Nc1ccc(Oc2nnc(-c3ccccc3)c3ccccc23)cc1)c1ccccc1	4%	-18%	-8%	1%	-10%	-1%	·	?	-2%	-3%	-45%
CC12CCC(C(=O)Nc3ccc(Br)cn3)(OC1=O)C2(C)C (configuration not stated)	24%	5%	-3%	-5%	-2%	-1%	-10%	1%	-4%	2%	0%
Fc1ccccc1-c1[nH]ncc1-c1nnnn1-c1ccccc1	6%	40%[activator]	4%	-6%	-4%	-1%	5%	7%	-3%	-18%	1%
COc1ccc(C(=O)COC(=O)c2cc(S(=O)(=O)N3CCCCC3)ccc2N2CCOCC2)c(OC)c1	·	·	-27%	1%	-9%	-2%	·	·	5%	-4%	-22%
C=CCn1c(P(=O)(O)c2ccccc2)nc2ccccc21	-23%	-9%	-1%	-8%	-3%	3%	-6%	2%	-2%	-4%	5%
CCCC(=O)N1CCN(c2ccc(NC(=O)c3cc4ccccc4o3)cc2)CC1	18%	-2%	-4%	1%	-2%	-2%	6%	13%	2%	-4%	-47%
O=C(Nc1nc2ccccc2c2nc3ccccc3n12)c1ccc(F)cc1	3%	-8%	·	-5%	-10%	0%	11%	-5%	-9%	-2%	·
O=C1c2ccccc2CN1Cc1ccccc1	8%	15%	-5%	-2%[1.84 µM]	0%	-16%	-6%	12%	0%	-7%	0%
